# RNase H inhibition = RNase H inhibition, HIV 1 Gag Pol polyprotein, FRET biochemical assay, screening (AID 372); HIV-1 RT RNase H, FRET RNA/DNA substrate fluorescence; higher % means a stronger effect; inhibition, % at 10 µM, or IC50 in µM where a hit was titrated; actives 0.77% (n = 100,000); in the data active = inhibition above about 50%
# Starred values were filed as active, the others as inactive; & = joins results of further samples.
cpd	SMILES	RNase H inhibition
1	CCOc1ccc(NC(=O)CN(Cc2ccccc2)S(=O)(=O)c2ccc(OC)c(OC)c2)cc1	10%
2	CSc1ncc(/C=C2/C(=O)NC(=O)N(c3ccc(F)cc3)C2=O)cn1	13%
3	Cc1cc(NC(=O)CN2C(=O)c3ccccc3C2=O)no1	17%
4	Cc1ccccc1OCC(=O)O/N=C(\N)Cc1cccc2ccccc12	21%
5	N#C/C(=C\c1cc2cc(Br)ccc2nc1Cl)c1nc(-c2cc3ccccc3oc2=O)cs1	3%
6	CCC(Cc1cccc(O)c1)C(=O)O (configuration not stated)	10%
7	O=C(O)CCCCCN1C(=O)C(O)=C(C(=O)/C=C/c2ccccc2)C1c1ccccc1F (configuration not stated)	0%
8	Cc1cc(C)cc(NC(=O)C(=O)NCC(C)C)c1	0%
9	CCN(CC)c1ccc(C(=O)Nc2ccc(F)cc2F)cc1	6%
10	O=C1NC(c2ccccc2Cl)Nc2c1sc(=S)n2-c1ccccc1 (configuration not stated)	0%
11	O=C(N/N=C/c1ccc(F)cc1)c1ccc(Cl)cc1O	2%
12	N#Cc1c(N)c(C#N)c(-c2ccco2)c2c1CCCC2	4%
13	O=C(O)c1ccc(C(=O)O)c(C(=O)NCCc2ccccc2)c1	3%
14	CCOc1ccc(/C=C2/NC(=S)NC2=O)cc1Cl	23%
15	COC(=O)C1=C(C)NC(=O)CC1c1cccc(Oc2ccccc2)c1 (configuration not stated)	15%
16	CCc1ccc(-c2nc3cc(NC(=O)c4cc([N+](=O)[O-])ccc4Cl)ccc3o2)cc1	32%
17	O=C(Nc1cc(Cl)cc(Cl)c1)C(c1ccccc1)c1ccccc1	10%
18	Oc1[nH]c2ccccc2c1C=NC1CCCCCCC1	14%
19	COc1ccc(NC(=O)COc2ccc(Br)cc2C(C)(C)C)c(OC)c1	14%
20	Cc1ccc(-c2ccccc2)n1-c1ccc(O)c(C(=O)O)c1	6%
21	COc1cc(C=NN2CCN(c3ccccn3)CC2)cc(OC)c1OC(C)=O	9%
22	COc1ccc(C(=O)CSc2nc3ccccc3c(=O)[nH]2)cc1OC	13%
23	Cc1ccc(C)c(-c2csc(NC(=O)c3cccs3)n2)c1	8%
24	CC(C)Cc1ccc(-c2csc(Nc3ccc(Oc4ccccc4)cc3)n2)cc1	11%
25	CCOC(=O)c1c(C)nc2c(c1C)/C(=N/O)CC(C)(C)C2	0%
26	O=C(/C=C/c1ccc(F)cc1)NCCSc1ccccc1	5%
27	Cc1ccc(-n2c(C)cc(/C=N/NC(=O)c3cccnc3)c2C)cc1C	8%
28	C=CCOc1ccc(/C=C2\C(=O)NC(=S)N(c3cccc(Cl)c3Cl)C2=O)cc1OC	10%
29	CCN(Cc1ccccc1)Cc1cc(I)cc(I)c1O	21%
30	CCCOc1ccc(C(=O)NC(=S)Nc2ccc(Cl)c(Cl)c2)cc1	27%
31	CN1C(=O)c2cccc3c(N(C)C)ccc(c23)C1=O	10%
32	CC(=O)N1c2ccccc2C(N(C(=O)COc2ccc(Cl)cc2Cl)c2ccccc2)CC1C (configuration not stated)	22%
33	Cc1ccccc1NC(=O)c1c(-c2c(F)cccc2Cl)noc1C	5%
34	CC(=O)N1c2ccccc2NC2=C(C(=O)CC(C)(C)C2)C1CC1CC=C(C)C1(C)C (configuration not stated)	10%
35	COc1ccc(N(CC(=O)Nc2ccccc2Cl)S(C)(=O)=O)cc1Cl	2%
36	COc1ccc(NC(=O)/C(C#N)=C/c2cc(C)n(-c3cccc([N+](=O)[O-])c3)c2C)cc1	7%
37	O=[N+]([O-])c1ccccc1S(=O)(=O)N1CCN(c2ccccn2)CC1	0%
38	CCCOc1cccc(C(=O)Nc2sc(CC)cc2C(=O)OCC)c1	9%
39	C=CCN1C(=O)/C(=C\c2c(OC)cc(OC)cc2OC)C(=O)NC1=S	17%
40	Brc1ccc(CN2CCN(c3ncccn3)CC2)cc1	5%
41	Cc1ccc(N2C(=O)NC(=O)/C(=C\c3cc(Cl)c(O)c(Cl)c3)C2=O)cc1C	18%
42	O=C(Nc1ncccc1Cl)c1ccc2c(c1)OCO2	0%
43	Cc1cc(Cl)cc(Cl)c1OCC(=O)O	15%
44	Clc1ccc(/C=N/n2cnnc2)cc1Cl	12%
45	Cc1ccc2nc(-c3ccccc3)cc(C(=O)Oc3ccccc3)c2c1	11%
46	CCC(C)Sc1nc(O)c(Cc2ccccc2)c(=O)n1-c1ccc(OC)cc1 (configuration not stated)	8%
47	COc1ccc(NC(=O)c2cc(Cl)ccc2OC)c([N+](=O)[O-])c1	17%
48	O=C(Nc1ncccn1)c1sc2ccccc2c1Cl	0%
49	N/C(Cc1ccc(Cl)cc1)=N\OC(=O)CCc1ccccc1	15%
50	CC(C)c1ccc(C2/C(=C(\O)c3ccccc3)C(=O)C(=O)N2Cc2cccnc2)cc1 (configuration not stated)	1%
51	O=[N+]([O-])c1ccc(N2CCNCC2)cc1Sc1cccc2cccnc12	0%
52	COc1ccc(S(=O)(=O)N(CC(=O)Nc2ccccc2OC)Cc2ccccc2)cc1	0%
53	CSc1ccc(C=NN2CCN(Cc3ccccc3Cl)CC2)cc1	5%
54	Cc1cccc(N2C(=O)c3ccc(Oc4cccc([N+](=O)[O-])c4)cc3C2=O)c1C	2%
55	CCOc1ccc2nc(SCC(=O)Nc3cccc(C)c3)sc2c1	12%
56	O=S(=O)(c1cccc2nsnc12)N1CCN(C(c2ccccc2)c2ccccc2)CC1	4%
57	Cc1cc(C(=O)Nc2ccc(I)cc2C(=O)O)ccc1[N+](=O)[O-]	9%
58	COc1ccccc1CC1CC(=O)N(c2ccc([N+](=O)[O-])cc2)C1=O (configuration not stated)	4%
59	O=C(Oc1ccc(-n2cnnn2)cc1)N1CCOCC1	0%
60	COC(=O)C1=C(C)N(c2ccc(OC)cc2)C(=O)/C1=C\c1ccc(O)c(OC)c1	0%

# Results in sequence from above:
# RNase H inhibition for entries 49–59: 15%, 1%, 0%, 0%, 5%, 2%, 12%, 4%, 9%, 4%, 0%

# The results go on:
cpd	SMILES	RNase H inhibition
61	CCOc1ccc(S(=O)(=O)NNc2ccccc2)cc1	16%
62	CC(=O)Nc1cc2c(cc1C(=O)c1ccccc1Br)OCCO2	11%
63	CC(=O)Nc1ccc(NC(=O)CN(c2ccc(C)cc2)S(C)(=O)=O)cc1	1%
64	CC(C)(C)c1cc(-n2c(-c3ccc([N+](=O)[O-])cc3)nc3ccccc32)cc(C(C)(C)C)c1O	1%
65	O=C1CC(Cc2ccc(Cl)cc2)C(=O)N1c1ccc(Cl)cc1 (configuration not stated)	0%
66	COc1ccc(CCNC(=O)CN(Cc2ccccc2)S(=O)(=O)c2ccc(OC)c(OC)c2)cc1	13%
67	Cc1cc(C)cc(NC(=S)NC(=O)c2ccc(-c3ccc(Cl)cc3)o2)c1	0%
68	O=C1S/C(=C/c2ccccc2Cl)C(=O)N1CNc1cccc([N+](=O)[O-])c1	4%
69	CC(C)c1ccc(/C=C2\SC(=S)N(CC(=O)N3CCN(c4ccccc4)CC3)C2=O)cc1	11%
70	COc1cc(/C=C(/C#N)C(=O)Nc2cccc(C)c2)cc(Br)c1O	8%
71	CCOC(=O)C1=C(C)N=c2s/c(=C\c3cc(C)n(-c4ccc([N+](=O)[O-])cc4)c3C)c(=O)n2C1c1ccccc1 (configuration not stated)	33%
72	COc1cc(-c2ccccc2)nc(N)n1	18%

# By substructure, the compounds so far containing fluorine.
cpd	SMILES	RNase H inhibition
2	CSc1ncc(/C=C2/C(=O)NC(=O)N(c3ccc(F)cc3)C2=O)cn1	13%
7	O=C(O)CCCCCN1C(=O)C(O)=C(C(=O)/C=C/c2ccccc2)C1c1ccccc1F (configuration not stated)	0%
9	CCN(CC)c1ccc(C(=O)Nc2ccc(F)cc2F)cc1	6%
11	O=C(N/N=C/c1ccc(F)cc1)c1ccc(Cl)cc1O	2%
26	O=C(/C=C/c1ccc(F)cc1)NCCSc1ccccc1	5%
33	Cc1ccccc1NC(=O)c1c(-c2c(F)cccc2Cl)noc1C	5%

# Carrying on:
cpd	SMILES	RNase H inhibition
73	O=C(Cc1ccc(-c2ccccc2)cc1)NNC(=O)c1ccco1	9%
74	COc1cccc(/C=C2\SC(=O)N(CCC(=O)Nc3ccc(Br)cc3)C2=O)c1	21%
75	CC(=O)c1ccc(N2C(=O)CC(N3CCOCC3)C2=O)cc1 (configuration not stated)	0%
76	N/C(=N\OC(=O)c1ccc(F)cc1)c1cccnc1	7%
77	O=C(Nc1cc([N+](=O)[O-])ccc1Cl)c1ccc(C(=O)Nc2cc([N+](=O)[O-])ccc2Cl)cc1	0%
78	CCOc1cc(C=O)ccc1OCc1c(C)no[n+]1[O-]	15%
79	COc1cc(NC(=O)Cn2nc(C(F)(F)F)c(Br)c2C)c(OC)cc1Cl	14%
80	COc1ccc(-n2c(NN=C(C)C)nc3sc4c(c3c2=O)CC(C)(C)OC4)cc1	0%
81	NC(=O)c1cc(N2C(=O)c3ccccc3C2=O)ccc1Cl	9%
82	COc1ccc2c(c1C)CCC/C2=N\OC(=O)c1ccc([N+](=O)[O-])cc1	9%
83	COc1cc(C)ccc1OCCCOc1ccc(C(C)(C)C)cc1	9%
84	COc1ccc(CCNC(=O)C(=O)Nc2ccc(Cl)c(Cl)c2)cc1	14%
85	COc1ccccc1OCC(=O)NC(C)C(=O)O (configuration not stated)	0%
86	O=C1C(Cl)=C(Nc2ccccc2)C(=O)N1c1ccc(Br)cc1	7%
87	O=C(CCN1C(=O)/C(=C/c2ccccc2Cl)SC1=S)Nc1ccc(-c2ccccc2)cc1	16%
88	COc1ccc(Oc2nc(/C=C/c3ccccc3)nc3ccccc23)cc1	10%
89	O=C(NC(=S)Nc1cc(Cl)c(Cl)cc1Cl)c1ccc(Cl)cc1	54%*
90	COc1ccc(-c2csc(NC(C)=O)c2C(=O)O)cc1	2%
91	Cc1ccc(-c2csc(/C(C#N)=C\c3cccc(Cl)c3)n2)cc1	5%
92	COc1ccc(/C=N/NC(=O)Cc2ccccc2)cc1Cl	9%
93	O=S(=O)(Nc1ccc(O)cc1)c1ccc(F)cc1	0%
94	CCN(CC)CCN1C(=O)C(O)=C(C(=O)/C=C/c2ccccc2)C1c1cccc([N+](=O)[O-])c1 (configuration not stated)	0%
95	Cc1ccc(C(=O)/C=C/C=C(Cl)Cl)o1	7%
96	Cc1cc(=O)oc2c(C=Nc3c(C)n(C)n(-c4ccccc4)c3=O)c(O)ccc12	4%
97	COc1cccc(C(=O)NNC(=O)Nc2cccc(Cl)c2)c1	3%
98	COc1ccc(CNC(=O)/C=C/c2ccccc2)cc1	4%
99	COC(=O)c1ccccc1NC(=S)NC(=O)c1ccc(C)cc1	12%
100	CC(=O)c1c(N2CCOCC2)[nH]c(-c2ccccc2)nc1=S	6%
101	O=C(NC(=S)Nc1ccc(-c2nc3cc(Cl)ccc3o2)cc1)c1ccccc1F	20%
102	CC1CC(C)CN(C(=O)c2ccccc2F)C1 (configuration not stated)	0%
103	COc1ccccc1OCCCCOc1ccc(Cl)cc1Cl	13%
104	O=CN1N=C(c2ccccc2)CC1(O)C(F)(F)F (configuration not stated)	4%
105	C=CCNC(=O)CN(c1ccccc1CC)S(C)(=O)=O	7%
106	Cc1[nH]n(-c2ccccc2)c(=O)c1C(=O)c1cccc(F)c1	0%
107	Cc1ccc(NC(=O)ON=C(c2ccc(Cl)cc2)c2ccc(Cl)cc2)cc1	23%
108	COc1ccc(-c2c(C)n([O-])c3c([n+]2=O)CCC3)cc1	8%

# A second format for part of the listing above:
108	COc1ccc(-c2c(C)n([O-])c3c([n+]2=O)CCC3)cc1
- RNase H inhibition: 8%

104	O=CN1N=C(c2ccccc2)CC1(O)C(F)(F)F (configuration not stated)
- RNase H inhibition: 4%

103	COc1ccccc1OCCCCOc1ccc(Cl)cc1Cl
- RNase H inhibition: 13%

105	C=CCNC(=O)CN(c1ccccc1CC)S(C)(=O)=O
- RNase H inhibition: 7%

# (further entries)
cpd	SMILES	RNase H inhibition
109	O=C(Nc1nnc(-c2cccc([N+](=O)[O-])c2)s1)Nc1ccccc1F	11%
110	Fc1ccccc1Cn1nnc(-c2ccccc2Cl)n1	19%
111	CN(/N=C/c1cc(Br)cc(Br)c1O)c1ccccc1	10%
112	CC(=O)c1c(-c2ccccc2)c2cc([N+](=O)[O-])ccc2n1C	17%
113	COCCNC(=O)CN(c1ccc(C)c(Cl)c1)S(C)(=O)=O	17%
114	CCN(CC)CCCOc1ccccc1C(C)(C)C	15%
115	Cc1cccc(NC(=O)c2c(NC(=O)c3cccnc3)sc3c2CCCCC3)c1	12%
116	CC(C)COc1ccc(C(=O)Nc2cccc(-c3nc4ncccc4o3)c2)cc1	9%
117	Cc1cccc2c(N=NC(=O)c3ccc([N+](=O)[O-])cc3)c(O)[nH]c12	2%
118	CS(=O)(=O)N(CC(=O)N/N=C/c1ccncc1)c1ccccc1Br	13%
119	Cc1ccccc1NC(=O)Nc1nnc(C23CC4CC(CC(C4)C2)C3)s1	5%
120	COc1ccc(Cl)cc1N(CC(=O)Nc1cc(C)ccc1C)S(=O)(=O)c1ccc(C)cc1	1%
121	O=C1NC(=S)NC(=O)C1=Cc1cccn1-c1ccccc1	17%
122	CCC1(C)NC(=S)N(c2ccccc2)N1 (configuration not stated)	8%&0%
123	COc1cccc(/C=C2\C(=O)NC(=O)N(c3ccc(F)cc3)C2=O)c1	8%
124	CC(=O)Nc1ccc(C(=O)n2nc(C)cc2C)cc1	1%
125	COc1cc([N+](=O)[O-])cc(/C=C2\C(=O)NC(=S)N(c3cccc(Cl)c3Cl)C2=O)c1O	13%
126	COc1ccc(C(=O)NC(=S)Nc2ccc(I)cc2Cl)cc1Cl	30%
127	O=[N+]([O-])c1ccc(O)c(/C=N/n2c3ccccc3c3ccccc32)c1	0%
128	COc1ccccc1N1C(=O)c2cccc3c(N4CCOCC4)ccc(c23)C1=O	8%
129	Cc1ccc(-c2cc(-c3cccc(Br)c3)n[nH]2)c(O)c1	16%
130	CCN(CC)CCCOc1c(Cl)cccc1Cl	11%
131	COc1cc(C2C3C(=O)N(Cc4ccccc4)C(=O)C3ON2c2ccccc2)ccc1O (configuration not stated)	8%

# An excerpt (hit frequency here may not be typical).
